# Source: PubChem BioAssay (ICCB-Longwood Screening Facility, Harvard Medical School)
# Polio RdRp inh – poliovirus RNA polymerase inhibition. 150,000 compounds, 0.66% hits. poliovirus polymerase elongation, fluorescence polarization; active compounds read low. AID 588519. P03300. % elongation, % (compound at 16.7 µg/mL); in the data active = % elongation below about 90%; also: some results filed as inactive read as strong as hits
# Target sequence (P03300 1749-2209 limits assumed): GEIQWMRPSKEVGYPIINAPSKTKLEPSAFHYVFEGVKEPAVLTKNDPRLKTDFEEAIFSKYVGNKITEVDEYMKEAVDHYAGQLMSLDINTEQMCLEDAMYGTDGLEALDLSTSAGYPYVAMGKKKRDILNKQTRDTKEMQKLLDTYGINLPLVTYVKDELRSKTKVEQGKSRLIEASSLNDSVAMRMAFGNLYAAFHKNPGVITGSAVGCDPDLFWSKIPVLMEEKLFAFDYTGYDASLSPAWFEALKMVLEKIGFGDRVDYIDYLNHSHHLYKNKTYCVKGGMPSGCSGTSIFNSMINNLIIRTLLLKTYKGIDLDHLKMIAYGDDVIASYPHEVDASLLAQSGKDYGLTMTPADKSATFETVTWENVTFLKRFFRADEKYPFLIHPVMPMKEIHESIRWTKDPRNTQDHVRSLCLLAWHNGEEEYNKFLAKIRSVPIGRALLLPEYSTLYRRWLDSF
# Polio RdRp inh FP z-score – further read-out of Polio RdRp inh, marked with its call; z-score; measured here: FP z-score; hits read low
# * marks the source's active call; other numbers are inactive results. These rows are one share of the data; the hit share may differ from the screen's.
SMILES,Polio RdRp inh,Polio RdRp inh FP z-score
Cc1noc(C)c1-c1nnc(-c2ccc(OC(F)(F)F)cc2)o1,102.0,-0.1
c1cc2nncn2nc1N1CCOCC1,102.0,-0.1
Cc1cc(C)nc(SCC(=O)N2CCCC2c2cccs2)n1 (centres undefined),101.0,-0.1
Cc1cc(C(=O)COC(=O)CCN2C(=O)C3CC=CCC3C2=O)c(C)n1C (centres undefined),103.0,0
CS(=O)(=NC(=O)NC(=O)c1ccc(Cl)cc1)c1ccc(C(F)(F)F)cn1 (centres undefined),110.0,1.2
Cc1cc(C)c2c(=O)c3ccccc3[nH]c2n1,99.0,-0.7
CCCC(NC1CCS(=O)(=O)C1)C(=O)O (centres undefined),102.0,0.2
Cc1ccc(Cl)cc1NC(=O)Cn1cc(S(=O)(=O)Cc2ccccc2Cl)c2ccccc21,108.0,0.5
Cc1c(NC(=O)c2cc(-c3cccc(Cl)c3)on2)c(=O)n(-c2ccccc2)n1C,108.0,0.7
COc1cccc(NC(=O)CSC2=Nc3ccccc3C3=NC(CCC(=O)NC4CCCCC4)C(=O)N23)c1 (centres undefined),107.0,-0.1
Cc1ccc(-n2c(SCC(=O)Nc3c(C)cccc3C)nc3ccccc3c2=O)cc1,102.0,-0.5
O=C(O)CCN1C(=O)C2C3c4ccccc4C(c4ccccc43)C2C1=O (centres undefined),103.0,0
O=C(c1ccc(Cl)cc1Cl)N1CCCC1,98.0,-0.4
Cc1ccc(C(=O)N2CC(C)CC(C)C2)cc1 (centres undefined),104.0,0
Cc1c(C(=O)NCc2ccc(Cl)cc2)sc2nc3n(c(=O)c12)CCCC3,112.0,1
Cc1cccn2c(=O)c3cc(C(=O)NC(C)c4ccccc4)sc3nc12 (centres undefined),98.0,-0.9
COc1ccc(CNC(=O)c2ccc3c(c2)CCN3S(=O)(=O)c2ccc(Cl)cc2)cc1,112.0,1.5
CC1CCCN(Cc2nc3c(c(=O)n(C)c(=O)n3C)n2CC(N)=O)C1 (centres undefined),104.0,1.3
O=C(NC(=O)N1CCCCC1)c1ccccc1,101.0,0.1
O=C(Cc1ccccc1)N/N=C/c1cccs1,101.0,-0.1
Cc1ccc(C)c(N2CCN(C(=O)CN3C(=O)COc4ccc(S(=O)(=O)N5CCC(C)CC5)cc43)CC2)c1,105.0,0.1
Cc1cc(C(=O)CSc2nnc(-c3cccc(F)c3)n2N)c(C)n1CC1CCCO1 (centres undefined),106.0,0.5
CCC(=O)N1CCc2cc(S(=O)(=O)CCC(=O)N3CCN(c4cccc(C)c4)C(C)C3)ccc21 (centres undefined),110.0,0.4
CC(Sc1nnnn1C1CC1)C(=O)NC(c1ccccc1)c1ccccc1 (centres undefined),103.0,0
O=C1CN(C(=O)c2ccc(S(=O)(=O)N3CCCC3)cc2)C(c2ccccc2)c2cc(Br)ccc2N1 (centres undefined),106.0,0.3
CN=C(Nc1cc(C)nn1CCC#N)c1ccccc1F,104.0,0.8
O=S(=O)(Nc1ccc(Cl)c(C(F)(F)F)c1)c1ccc(S(=O)(=O)N2CCOCC2)cc1,106.0,0.5
CCC(=O)Nc1sc2c(c1C#N)CCC2,108.0,0.8
O=C(NC1CCCC1)c1ccc2c(c1)sc1nc(-c3ccccc3)cn12,103.0,0.5
Cc1ccc2nc(COC(=O)c3c(-c4ccccc4)noc3C)cc(=O)n2c1,102.0,0
Cc1occc1-c1nnc(SC2CCCCN(C(=O)c3ccc(F)cc3)C2=O)n1C (centres undefined),101.0,-0.5
Cc1ccc(CCNC(=O)c2ccc(CSCc3ccccc3C)o2)cc1,110.0,-0.1
COCCCNC(=O)c1[nH]c2cc(OC)ccc2c1Sc1ccc(C)cc1,114.0,1.4
Cc1cc2c(cc(C(=O)N3CCC(C(=O)N4CCCC4)CC3)n2Cc2c(F)cccc2Cl)o1,104.0,0.9
Cc1ccc(OCCn2cnc3ccccc3c2=O)cc1,104.0,0.3
CCOC(=O)c1sc(NC(=O)c2nc3ncccn3n2)c(C(=O)OC(C)C)c1C,109.0,0.8
CCc1ccc(CNc2ncnc3c2nc2n3CCCC2)cc1,105.0,-0.2
Cc1ccc(NC(=S)NC2CC2)c(C)c1,102.0,0.3
Cc1cc2c3c([nH]c2cc1S(=O)(=O)NCc1ccco1)CCCC3=O,101.0,0
C=CCNC(=O)CSc1ccc(C)cc1,101.0,0.1

# Molecules shown so far that contain a COOH group:
SMILES,Polio RdRp inh,Polio RdRp inh FP z-score
CCCC(NC1CCS(=O)(=O)C1)C(=O)O (centres undefined),102.0,0.2
O=C(O)CCN1C(=O)C2C3c4ccccc4C(c4ccccc43)C2C1=O (centres undefined),103.0,0

# Later entries:
SMILES,Polio RdRp inh,Polio RdRp inh FP z-score
CC(C)N(C(=O)CSc1ncccc1C(=O)O)c1ccccc1,100.0,-0.4
CC(=O)OCC12C3C4C5C3C13CC53C2C4(F)F (centres undefined),107.0,0.6
CCN1CCN(C(=O)c2ccc3c(c2)N(Cc2cc(C)ccc2C)C(=O)c2ccccc2S3=O)CC1 (centres undefined),101.0,-0.5
O=C(c1ccc(F)cc1Cl)N1CCCC1,103.0,0.6
COc1ccc(CSc2nnc(SCc3cc(C)on3)s2)cc1,99.0,-0.5
O=C(O)c1cccnc1-c1nc2ccccc2s1,104.0,0.1
CCC1CCCCN1C(=O)Cn1c(=O)n(CC2CCC(C(=O)NC)CC2)c(=O)c2sccc21 (centres undefined),108.0,0.4
N=c1oc(=N)c2ccccc2o1,103.0,0.3
CN1CCCC(OC(=O)c2ccccc2I)C1 (centres undefined),101.0,-0.1
COc1cccc(CNC(=O)c2ccc3c(c2)nnn3C2CCCC2)c1,114.0,1.4
O=C1CN(Cc2c(-c3ccccc3)[nH]c3ccccc23)CCN1,99.0,-0.1
CCC(C(=O)OC)n1cnc2sc(C(=O)Nc3ccccc3)c(C)c2c1=O (centres undefined),111.0,1.1
CSc1nn(Cc2cccc(F)c2)c(N(C(C)=O)C(C)=O)c1S(=O)(=O)c1ccccc1,107.0,0.4
Cc1nc(CS(=O)(=O)c2ccccn2)sc1C(=O)NN,105.0,0.2
Cc1ccc(CC(=O)N(Cc2nc(-c3ccc(C)cc3)no2)C(C)C)cc1,105.0,0.1
CCN(Cc1ccccc1)C(=O)Cn1cc(S(=O)(=O)Cc2cccc(Cl)c2)c2ccccc21,108.0,0.5
c1csc(NC2CCCCC2)n1,101.0,-0.4
C=CCn1c(=O)[nH]c2nc3cc(N=CN(C)C)c(C)cc3nc2c1=O,88.0,-3.9
Cc1ccc(S(=O)(=O)/N=C/c2ccccc2O)cc1,99.0,-0.3
COC(=O)c1ccc(NC(=O)CCc2c(C)nn(-c3ccc(N4CCCC4)nn3)c2C)cc1,98.0,-1.6

# Single records (already shown). Values in the order: Polio RdRp inh | Polio RdRp inh FP z-score
# Profile of CCC(C(=O)OC)n1cnc2sc(C(=O)Nc3ccccc3)c(C)c2c1=O (centres undefined) = 111.0 | 1.1
# Profile of Cc1ccc(S(=O)(=O)/N=C/c2ccccc2O)cc1 = 99.0 | -0.3
# Profile of CCN1CCN(C(=O)c2ccc3c(c2)N(Cc2cc(C)ccc2C)C(=O)c2ccccc2S3=O)CC1 (centres undefined) = 101.0 | -0.5
# Profile of O=C1CN(Cc2c(-c3ccccc3)[nH]c3ccccc23)CCN1 = 99.0 | -0.1
# Profile of CSc1nn(Cc2cccc(F)c2)c(N(C(C)=O)C(C)=O)c1S(=O)(=O)c1ccccc1 = 107.0 | 0.4

# Look-ups from the list.
# Entry for CC(C)N(C(=O)CSc1ncccc1C(=O)O)c1ccccc1 under Polio RdRp inh FP z-score: -0.4
# Entry for CSc1nn(Cc2cccc(F)c2)c(N(C(C)=O)C(C)=O)c1S(=O)(=O)c1ccccc1 under Polio RdRp inh FP z-score: 0.4

# The list goes on.
SMILES,Polio RdRp inh,Polio RdRp inh FP z-score
CC1=C(C(=O)NC(C)C)C2(CCCCC2)OC1=O,102.0,0.2
CCOC(=O)c1cc2occc2n1CC(=O)N1CCCCC1,101.0,-0.6
CCc1cccc(C)c1NC(=O)CN1C(=O)C2(SCC(=O)N2c2cc(C)cc(C)c2)c2ccccc21 (centres undefined),106.0,0.2
O=C(O)CC1(CC(=O)Nc2cc3ccccc3cn2)CCCCC1,97.0,-0.7
C=CC(N)CCC(=O)O (centres undefined),100.0,0
COc1cccc(Cn2c(NCc3ccc(C)cc3)nc3c2c(=O)n(C)c(=O)n3C)c1,108.0,0.5
CN(C)c1cccc(N(C)C)c1CNC(=O)c1ccccc1F,95.0,-1.3
O=C(CC1C(=O)OCCN1Cc1ccccc1)Nc1cccc(Cl)c1 (centres undefined),102.0,-0.9
COc1cccc(N2CCN(C(=O)C3CCN(S(=O)(=O)c4c(C)noc4/C=C/c4ccccc4F)CC3)CC2)c1,103.0,-0.8
CCc1ccc(-c2cc(C)no2)cc1S(=O)(=O)Nc1ccc(Cl)cn1,106.0,-0.2
CCOC(=O)[C@@H]1Nc2c(ccc(C(=O)O)c2C)[C@@H]2C=CC[C@H]12,99.0,-0.6
COc1cc2c(=O)c(S(=O)(=O)c3ccc(F)cc3)cn(Cc3ccccc3C)c2cc1OC,103.0,-0.3
Cc1ccccc1Nc1c(-c2ccc(O)cc2)nc2c(C)cccn12,104.0,-1.4
CC1N(C)c2cc(NC(=O)c3cccs3)ccc2C1(C)C (centres undefined),101.0,0
Cc1ccc(N2C(=O)CC(SCC(=O)Nc3ccccc3)C2=O)cc1 (centres undefined),103.0,0.3
CNC(=O)CCCc1nnc2n(CCC(C)C)c(=O)c3sccc3n12,101.0,-0.2
CCCC(=O)Nc1nnc(S(=O)(=O)N2CCCCCC2)s1,105.0,-0.9
COc1ccccc1-c1nnc(C2CCN(S(=O)(=O)c3ccc(C)cc3)CC2)o1,100.0,0
CN(C)S(=O)(=O)c1ccc(SCC(=O)N(CC2CCCO2)C2CCS(=O)(=O)C2)nc1 (centres undefined),105.0,0.3
COc1ccc(/C=N/NC(=O)c2c(-c3ccccc3)noc2C)c(O)c1,102.0,0.6
CCn1c(SCCOc2ccccc2)nc2ccccc21,105.0,1.6
Cc1ccc(NS(=O)(=O)c2ccc3oc(=O)c4ncn(C)c4c3c2)cc1,101.0,-0.8
CC1CCN(S(=O)(=O)c2cn(C)c(=O)n(C)c2=O)CC1,103.0,0.4
C=CCN1C(=O)NC(C)(C)C1=O,106.0,0.3
COc1ccccc1NC(=O)CCn1cnc2ccccc2c1=O,106.0,-0.4
CCOc1ccc(NC(=O)Cc2c[nH]c3ccccc23)cc1,106.0,0.3
Cc1ccc(Cl)cc1NC(=O)C1CCN(c2nnc(C)c3c(C)n(-c4ccccc4)nc23)CC1,103.0,-1
COC(=O)c1cc2oc3ccccc3c2n1CC(=O)Nc1ccc(OC)c(OC)c1,108.0,0.6
O=C(O)C(C(=O)O)C1c2ccccc2Oc2ccccc21,102.0,0.3
CCCn1c(N)c(C(=O)CSc2nc3ccccc3s2)c(=O)[nH]c1=O,104.0,0.1
O=C(COc1ccccc1F)OCc1cc(=O)n2nc(C3CCCCC3)sc2n1,110.0,0.7
COc1cc(NC(=O)Cn2c(=O)n(-c3ccccc3)c(=O)c3c4c(sc32)CCCC4)cc(OC)c1,109.0,1.1
CCOc1ccccc1NC(=O)Cc1coc2c(C)c(C)ccc12,115.0,0
Cn1c(CCCNC(=O)C2CCCCC2)nc2ccccc21,103.0,0.3
CCCn1c(N)c(C(=O)CSc2nc3ccccc3n2CCC#N)c(=O)n(C)c1=O,110.0,0.9
CN1CCN(C(=O)CC23CC4CC(CC(Br)(C4)C2)C3)CC1,101.0,-0.3
CCOCCc1nn2c(=O)cc(COC(=O)c3cccc(C)c3)nc2s1,106.0,-0.1
Cc1ccc(CNC(=O)Cn2ncc3c(=O)oc4ccc(C)cc4c32)cc1,101.0,0.3
CCN1C(=O)C2C3C=CC(C3=C3C4CC5CC(C4)CC3C5)C2C1=O (centres undefined),98.0,-0.4
CCOc1ccc(OCC)c(NC(=O)CN(C)S(=O)(=O)c2ccc3c(c2)CCCC(=O)N3)c1,107.0,-0.2
O=C(C1CCCN1S(=O)(=O)c1ccc(Cl)cc1)N1N=C2/C(=C/c3cccs3)CCCC2C1c1cccs1 (centres undefined),100.0,-0.1
COc1ccc(C)cc1NC(=O)COCc1cc(-c2ccc3c(c2)OCO3)on1,101.0,-0.3
CC1=C(C(=O)c2ccccc2)C(c2ccc(N3CCOCC3)cc2)NC(=O)N1 (centres undefined),114.0,2.1
Cc1cccc(Cn2c(=O)n(CCCCC(=O)NCc3ccc4c(c3)OCO4)c(=O)c3ccccc32)c1,107.0,0.5
Cc1ccc2nsnc2c1S(=O)(=O)NC12CC3CC(CC(C3)C1)C2,101.0,0
O=C(CCc1n[nH]c(=O)[nH]c1=O)N/N=C/c1ccccc1,103.0,0.5
CCC(=O)N1CCc2cc(S(=O)(=O)NC(Cc3ccccc3)C(=O)Nc3ccccc3C)ccc21 (centres undefined),104.0,0.1
CN(Cc1ccccc1)C(=O)Cn1ncn2nc(-c3cccs3)cc2c1=O,102.0,0.4
C=Cc1ccc(Cn2c(=O)n(-c3cccc(Cl)c3)c(=O)c3c4c(sc32)CN(C(C)=O)CC4)cc1,101.0,-0.9
Cc1cc(C)nc(NCCCO)n1,99.0,-0.4
Cc1ccn2c(NC(=O)CN3CSCC3=O)c(-c3ccccc3)nc2c1,105.0,0.3
CCN(CC)S(=O)(=O)c1ccc2oc(C(=O)Nc3ccc(Br)cc3F)c(C)c2c1,109.0,0.2
Cc1ccc(-c2nc(C)c(CCNC(=O)C(=O)Nc3ccc4c(c3)OCO4)s2)cc1,107.0,-0.1
CCn1c(CSc2nc3ccccc3n2CCOC)nc2cc(S(=O)(=O)N(C)C)ccc21,102.0,0
N#Cc1nc(-c2ccc(COc3ccccc3)o2)oc1NCc1cccnc1,109.0,0.6
O=C(Nc1ccc2c(c1)OCCO2)C1(c2ccccc2)CCOCC1,105.0,0.2
O=C(Cn1c(=O)c2ccccc2n2nncc12)Nc1cccc(F)c1,104.0,0.1
